# Compound activity (PubChem)
# HTT ATP protect: cytoprotection in Huntington HTT-Q103 PC12 cell model | PC12 HTT-Q103 induced, cytoprotection, ATP luminescence, 40 h | Potency, µM (doses to about 56.4 µM), without a hit: cytoprotection (ATP increase), actives largely listed as activators | 230,000 compounds, 0.14% hits;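 note: % of control where 0% means no effect; nearly all actives have a fitted effect of over 45% in size; toxic huntingtin expression switched on by the ecdysone agonist tebufenozide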
#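 Stable PC12 Q103-GFP cells in serum-supplemented, phenol red-free DMEM; induction by tebufenozide at 100 nM final; compound dose series; cell viability quantified luminescently from ATP.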
# TR SRC2 fluor cs: counter-screen for TRb-SRC2 inhibitors: fluorescence interference | TRb/SRC2 Texas Red total fluorescence interference | Potency, µM (series often up to 106 µM), without a hit: at the highest dose fluorescence change, negative = quenching | 280,000 compounds, 0.29% hits; active = well fitted curve in either direction with a large enough effect; inconclusive = small, poorly fitted or top-dose-only effect; note: % is set by controls: 0 for no effect and ±100 for the full control effect
#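 Human TRb ligand-binding domain at 0.6 uM with 20 nM Texas Red SRC2 peptide in Tris buffer containing 1 uM T3 and 5% DMSO, incubated with compound 5 h at ambient temperature. Total fluorescence (555/632 nm) calculated as parallel + 2 × perpendicular.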
# Tau ThT inhib: blocks human tau fibril formation measured by thioflavin T | P10636 | AID 1460 | Potency, µM (series often up to 57.4 µM), without a hit: top-dose activity, negative = inhibition, hits mostly inhibitors | 270,000 compounds, 2.1% hits | recombinant tau K18 P301L, heparin-induced fibrillization, ThT fluorescence; note: % is set by controls: 0 for no effect and ±100 for the full control effect; nearly all actives have a fitted effect of over 55% in size
#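 Heparin-induced fibrillization of the P301L-mutant K18 repeat-domain fragment of human tau was followed by ThT binding in quantitative high-throughput format.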
# Tau fibril FP: tau fibrillization inhibition (FP); 280,000 compounds, 0.39% hits; K18 P301L tau heparin fibrillization, Alexa594 FP, 6 h; Potency, µM (doses to about 57.7 µM), for the others: at the top dose activity, negative = inhibition, most hits filed as inhibitors; P10636; note: % is set by controls: 0 for no effect and ±100 for the full control effect; nearly all actives have a fitted effect of over 55% in size
#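 FP of Alexa 594-tau after heparin (20 uM) induction. Substrate: human K18 P301L, 15 uM unlabeled, 0.24 uM labeled. Buffer 100 mM sodium acetate pH 7. 6 hr, 37 C.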
# TRb-SRC2 inh: TRbeta-SRC2 interaction inhibition. TRbeta-SRC2 peptide binding, fluorescence polarization; receptor liganded with 1 µM T3. Potency, µM (highest dose often 106 µM), inactives show at the top dose activity change, negative = inhibition, most hits filed as inhibitors. 280,000 compounds, 0.065% hits. AID 1469;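 note: plate controls were bound peptide for no effect and peptide without receptor for full effect; nearly all actives have a fitted effect of over 50% in size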
# Target sequence (P10828 whole entry, looked up): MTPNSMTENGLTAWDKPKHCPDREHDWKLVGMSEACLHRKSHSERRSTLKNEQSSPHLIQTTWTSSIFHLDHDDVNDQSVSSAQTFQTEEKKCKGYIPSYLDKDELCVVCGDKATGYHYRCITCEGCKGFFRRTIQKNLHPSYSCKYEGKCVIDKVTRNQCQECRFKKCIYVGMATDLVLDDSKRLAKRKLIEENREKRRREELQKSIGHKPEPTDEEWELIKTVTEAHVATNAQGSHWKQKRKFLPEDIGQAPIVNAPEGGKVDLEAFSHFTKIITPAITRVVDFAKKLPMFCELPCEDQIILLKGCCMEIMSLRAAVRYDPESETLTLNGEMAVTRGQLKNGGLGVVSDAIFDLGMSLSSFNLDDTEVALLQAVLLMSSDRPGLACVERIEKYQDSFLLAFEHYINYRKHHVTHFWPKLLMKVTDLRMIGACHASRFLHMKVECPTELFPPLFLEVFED
#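 Fluorescence polarization of 20 nM Texas Red SRC2 peptide with 0.6 uM human TRb ligand-binding domain, in Tris buffer with 1uM T3 and 5% DMSO. Incubated 5 hr ambient; normalized to unbound and bound controls.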
# L3MBTL1 inh: blocks human L3MBTL1 | Potency, µM (titrated, usually from 57.1 µM), for the others: at the top dose activity, negative = inhibition, actives largely listed as inhibitors | 230,000 compounds, 0.66% hits | AlphaScreen L3MBTL1–H3K9me1 peptide binding; note: % is set by controls: 0 for no effect and ±100 for the full control effect; nearly all actives have a fitted effect of over 60% in size
#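 Read-out is AlphaScreen signal from streptavidin donor and nickel chelate acceptor beads (10 ug/mL final each) bridging L3MBTL1 (50 nM) and biotinylated K9-monomethylated H3(1-15) peptide (75 nM), after 30 min compound exposure at room temperature.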
# RECQ1 inh: inhibitors of human RECQ1 DNA helicase; P46063; RECQ1 DNA unwinding, red fluorescence kinetic read; Potency, µM (top dose mostly 57.3 µM), inactives show at the highest dose activity, negative = inhibition, actives largely listed as inhibitors; 240,000 compounds, 0.54% hits; AID 2549;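 note: plate controls were vehicle for no effect and no enzyme for full effect; nearly all actives have a fitted effect of over 30% in size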
# Target sequence (P46063 whole entry, looked up): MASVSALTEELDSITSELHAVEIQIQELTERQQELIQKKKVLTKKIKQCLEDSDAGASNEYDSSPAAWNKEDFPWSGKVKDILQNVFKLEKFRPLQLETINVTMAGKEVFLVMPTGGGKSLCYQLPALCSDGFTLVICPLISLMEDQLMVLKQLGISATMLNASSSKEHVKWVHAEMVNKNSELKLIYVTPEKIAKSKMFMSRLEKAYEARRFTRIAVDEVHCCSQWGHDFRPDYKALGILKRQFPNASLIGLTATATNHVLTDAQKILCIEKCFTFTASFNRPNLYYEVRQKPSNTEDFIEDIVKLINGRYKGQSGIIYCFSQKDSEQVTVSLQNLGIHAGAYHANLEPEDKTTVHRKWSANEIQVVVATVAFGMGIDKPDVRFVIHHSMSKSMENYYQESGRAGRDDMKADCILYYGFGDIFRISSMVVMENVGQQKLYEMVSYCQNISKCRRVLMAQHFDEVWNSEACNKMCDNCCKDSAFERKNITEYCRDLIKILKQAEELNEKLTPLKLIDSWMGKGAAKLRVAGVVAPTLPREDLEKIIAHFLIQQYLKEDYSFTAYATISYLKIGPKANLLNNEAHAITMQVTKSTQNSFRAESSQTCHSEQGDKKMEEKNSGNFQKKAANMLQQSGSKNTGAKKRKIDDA
#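 RECQ1T1 50 nM; forked duplex (20 bp + 30-nt ss tails) 200 nM, ATP 2 mM final; pH 8.0, 2 mM MgCl2, 2.5 ug/ml poly(dI-dC); 15 min compound preincubation; discontinuous kinetic read over 2 h at RT.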
# Tau fluor counter: counter-screen for tau fibril formation inhibitors; tau K18 P301L (four-repeat tau fragment) Alexa594 fluorescence, heparin fibrillization; Potency, µM (top dose mostly 57.7 µM), inactives show at the highest dose activity change, negative = decrease; 280,000 compounds, 0.93% hits; AID 1463; note: % is set by controls: 0 for no effect and ±100 for the full control effect; nearly all actives have a fitted effect of over 55% in size
#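 Human K18 P301L tau (15 uM unlabeled plus 0.24 uM Alexa 594-labeled, final) in 100 mM sodium acetate pH 7 was mixed with compound and 20 uM heparin and incubated 6 hr at 37 C.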
# * marks the source's active call; other numbers are inactive results; i = inactive; ? = inconclusive; . = no result given; & = joins results of further samples; [ ] = another dose, or the depositor's remark. Unless noted, calls come from the whole dose curve; as a rule, active = well fitted curve in the direction sought with a large enough effect; inconclusive = small, poorly fitted or top-dose-only effect, or another doubt; inactive = no such curve, though single readings can be large; an effect the other way counts as inactive or inconclusive. Potency is the fitted concentration of half-maximal effect.
# Values in the order – HTT ATP protect	TR SRC2 fluor cs	Tau ThT inhib	Tau fibril FP	TRb-SRC2 inh	L3MBTL1 inh	RECQ1 inh	Tau fluor counter
> CCc1cc2c(cc3c(=O)n(CC(=O)N4CCN(c5cc(Cl)ccc5C)CC4)nc(CC)n32)s1
  .	-11%	-12%	2%	7%	.	.	-5%
> CC(=O)Oc1ccc(Cl)cc1/C=C/c1ccc2ccccc2n1
  28%[10 µM]	-1%	?	-7%	0%	37%[activator]	-6%	?
> Cc1ccc(SCCC(=O)OCC(=O)NCC2CCCCC2)cc1
  -7%	0%	-10%	1%	2%	.	i	-8%
> COc1ccc(C(=O)N2CC(=O)Nc3ccc(Br)cc3C2c2ccc(F)cc2)cc1OC (stereo unspecified)
  .	-2%	-7%	0%	9%	.	.	-9%
> O=C(c1ccccn1)N(Cc1cc2ccccc2[nH]c1=O)C1CCCCC1
  -31%	-2%	-13%	-11%	2%	4%	-5%	-8%
> COc1cccc(/C=C(/C(=O)OCC(=O)NC2CCCC(C)C2C)c2ccccc2)c1 (stereo unspecified)
  .	1%	-17%	3%	-2%	-3%	i	-7%
> O=C(Cc1ccc(Br)cc1)OCC(=O)c1ccc2c(c1)OCCO2
  -18%	2%	?	-11%	-4%	21%	?	-27%
> CC(=O)NC/C(C)=N\Nc1ccc([N+](=O)[O-])cc1
  -27%	-5%	16µM*	-1%	1%	.	1%	-27%
> O=C(C1=C(O)C(=O)N(CCOCCO)C1c1cccc([N+](=O)[O-])c1)c1cccs1 (stereo unspecified)
  2%[10 µM]	-2%	-4%	7%	0%	10%	-10%	-2%
> CNC(=O)Nc1ccccc1C(=O)Nc1ccccc1
  3%[10 µM]	0%	-5%	3%	-2%	5%	-6%	-2%
> COc1ccc2nc(Nc3ccc4c(c3)OCO4)sc2c1
  -24%[10 µM]	-7%	?	1%	-9%	-4%	5%	?
> N#Cc1nc(-c2cccc3ccccc23)oc1N1CCCCC1
  -21%[0.074 µM]	-2%	5%	-3%	0%	-2%	i	4%
> CC(=NCCN1CCOCC1)C1=C(O)c2ccccc2C1=O
  4%	-2%	1%	5%	3%	-1%	-3%	5%
> COc1ccc(N=N/C(C(C)=O)=C(/C)O)cc1
  -2%[10 µM]	0%	16µM*	2%	1%	-9%	-9%	-13%
> [O-]C1=N/[N+](=C/c2ccc(Cl)c(Cl)c2)CC1
  ?	-2%	?	-6%	-20%	.	-17%	-6%
> NC(=O)c1ccc(NC(=O)CSc2nnc(-c3ccccn3)n2N)cc1
  -39%	-2%	?	-8%	-1%	.	-2%	-17%
> CC(C)NS(=O)(=O)c1ccc2c(c1)oc(=O)n2C
  2%	-4%	-9%	6%	-2%	-3%	-1%	0%
> CCn1c(CN2CCC(C)CC2)nc2cc(NC(=O)c3ccccc3[N+](=O)[O-])ccc21
  .	-1%	1%	6%	-5%	.	.	-1%
> O=C(NC1CCCC1)C1CCN(c2nccs2)CC1
  11%[10 µM]	-2%	-3%	0%	-12%	6%	-1%	-2%
> Cc1ccc(C(=O)Nc2nc(-c3ccccn3)cs2)o1
  11%[10 µM]	0%	?	-6%	2%	?	11%	-28%

# Random excerpt: two entries already listed
# Values in the order – HTT ATP protect	TR SRC2 fluor cs	Tau ThT inhib	Tau fibril FP	TRb-SRC2 inh	L3MBTL1 inh	RECQ1 inh	Tau fluor counter
> O=C(C1=C(O)C(=O)N(CCOCCO)C1c1cccc([N+](=O)[O-])c1)c1cccs1 (stereo unspecified)
  2%[10 µM]	-2%	-4%	7%	0%	10%	-10%	-2%
> CC(=NCCN1CCOCC1)C1=C(O)c2ccccc2C1=O
  4%	-2%	1%	5%	3%	-1%	-3%	5%

# (more compounds)
# Values in the order – HTT ATP protect	TR SRC2 fluor cs	Tau ThT inhib	Tau fibril FP	TRb-SRC2 inh	L3MBTL1 inh	RECQ1 inh	Tau fluor counter
> Cn1cc(C(=O)NCc2ccccc2)c(=O)c2cc(S(=O)(=O)N3CCCCCC3)ccc21
  .	?	4%	-2%	-9%	.	.	-19%
> O=C(O)/C=C\C(=O)Nc1ccccc1C(=O)NC1CCCCC1
  4%[10 µM]	0%	4%	2%	6%	10%	i	5%
> COc1ccc(CCN(C)c2ncnc3sccc23)cc1OC
  -32%[inhibitor]	1%	-8%	2%	-8%	1%	i	6%
> COc1ccc(OC)c(-c2nc(C(N)=O)c3[nH]c(=O)n(-c4ccc(F)cc4)c3n2)c1
  -5%	1%	-2%	7%	-6%	.	-10%	-2%
> O=C(c1ccc(F)cc1)[C@@H]1[C@@H](C(=O)c2ccccc2)[C@@]2(C(=O)Nc3ccccc32)[C@H]2c3ccccc3C=CN12
  -8%[10 µM]	5%	?	?	13%	-15%	-10%	?
> CCCCN1C(=O)N(C)C2C1N(C)C(=O)N2CCCC (stereo unspecified)
  -12%[10 µM]	-5%	2%	-1%	-5%	-1%	2%	3%
> CCOC(=O)c1ccc(S(=O)(=O)N2CCC(C(=O)O)CC2)cc1
  -14%	-2%	-9%	2%	-4%	.	-5%	-7%
> CCOCc1nnc(NC(=O)c2cc(OC)c(OC)c(OC)c2)s1
  14%[10 µM]	-1%	-8%	-3%	-3%	2%	-2%	-10%
> COC(=O)c1ccc(C(=O)OC)c(NC(=O)N2c3ccccc3Sc3ccccc32)c1
  25%[10 µM]	-2%	-18%	1%	-4%	-12%	-3%	-17%
> COc1ccc(-c2noc(CN(Cc3nccn3C)C(C)C)n2)cc1
  5%[10 µM]	4%	0%	0%	-1%	-18%	-1%	-7%
> CNC(=S)N(Cc1ccc2c(c1)OCO2)C1CC(=O)N(c2ccc(F)cc2)C1=O (stereo unspecified)
  -1%[10 µM]	-4%	-4%	-10%	0%	-4%	-8%	-22%
> Cc1[nH]c2ccccc2c1CN1CCC(Cc2ccccc2)CC1
  -138%[inhibitor]	-1%	?	10%	-8%	1%	-4%	-25%
> Cc1ccc(NS(=O)(=O)c2cc([N+](=O)[O-])ccc2NNC(=S)Nc2cccc(Cl)c2)c(C)c1
  31%[10 µM]	?	10µM*	?	6%	25µM*	-2%	7.9µM*[quencher]
> CCOC(=O)C1(Cc2cccc(F)c2)CCN(C(=O)c2cnc(C)cn2)CC1
  5%[10 µM]	-3%	-6%	-5%	0%	-1%	-1%	-10%
> CCOc1ccc(-n2cnnn2)cc1S(=O)(=O)N1CCCCC1
  -4%[0.074 µM]	-7%	14%	-7%	-12%	3%	-1%	12%
> CN(c1cccc(Cl)c1)S(=O)(=O)c1cccc(C(=O)Nc2nc3ccccc3[nH]2)c1
  7%[1.9 µM]	1%	0%	-10%	9%	-12%	-11%	?
> O=C(O)Cn1nc(N2CCN(c3ccccc3)CC2)ccc1=O
  .	0%	-1%	-2%	2%	.	.	0%
> CCOC(=O)C1=C(C)Nc2ncnn2C1c1cccnc1 (stereo unspecified)
  -20%	1%	-4%	-3%	4%	0%	i	-1%
> CN(C)c1cc(-c2ccc(Br)cc2)oc(=O)c1Cl
  -10%[10 µM]	1%	-2%	0%	-6%	-15%	-8%	2%
> CCOC(=O)c1sc2nc(C)cc(-c3ccccc3)c2c1N
  19%[1.9 µM]	3%	?	-10%	3%	132%[activator]	0%	-18%
> Cc1ccc(-n2c(SCC(=O)N3CCOCC3)nnc2-c2cccnc2)cc1
  -18%	-5%	-11%	0%	-4%	-2%	-2%	1%
> Cn1c(=O)c(C(=O)COC(=O)c2cc(-c3ccccc3)nc3ccccc23)c(N)n(Cc2ccccc2)c1=O
  -5%	5%&-3%	5%&-11%	?	7%&6%	-2%	-8%&-13%	?
> Cc1ccc(NCc2nnc(SCCN3CCCCC3)n2CC2CCCO2)c(C)c1 (stereo unspecified)
  -25%	-1%	10%	-2%	-23%	-6%	-10%	4%
> CCOc1ccccc1NC(=O)c1cc2c(Cl)nc3ccccc3c2s1
  .	-7%	4%	-4%	-2%	.	.	-2%
> CCc1nc2cc([N+](=O)[O-])c([N+](=O)[O-])cc2[nH]1
  .	-3%	-11%	2%	-7%	0%	-17%	-9%
> CCCC1(C(=O)OCC)NC(c2ccc(O)cc2)C2C(=O)N(c3ccc4c(c3)OCCO4)C(=O)C21 (stereo unspecified)
  -12%	-1%	-6%	-3%	1%	.	-9%	-10%
> N#C/C(=C\c1ccc(-c2ccc(F)cc2)o1)C(=O)Nc1nc(-c2cccs2)cs1
  -37%[10 µM]	-101%[53 µM]	0%	-3%	28%[53 µM]	24%	-1%	-2%
> CCOc1ccc(N2C(=O)CCC2=O)cc1
  -1%[10 µM]	0%	1%	8%	-5%	1%	2%	5%
> CC12CCC(=O)N1C(C(=O)OCC(=O)Nc1ccc(Cl)c(Cl)c1)CS2 (stereo unspecified)
  9%[10 µM]	0%	0%	-13%	1%	-5%	-3%	-26%
> COCCCNC(=O)CCC(=O)N1Cc2cccc(OC)c2Oc2ncccc21
  .	-21%	-9%	-2%	5%	.	.	-15%
> O=C(CNC(=O)c1cccc(F)c1)N/N=C/c1ccc([N+](=O)[O-])s1
  16%	-2%	-8%	1%	-8%	.	-4%	-2%
> CCc1ccccc1NC(=O)Cn1c(=O)n(Cc2ccco2)c(=O)c2sc3ccccc3c21
  .	-1%	8%	-11%	2%	.	.	-3%
> CCn1cc(CCC(=O)NCc2ccc(C)cc2)c2ccccc21
  .	-2%	-3%	0%	-12%	.	.	-15%
> CCOc1ccc2[nH]c(=O)c(CN(Cc3cccnc3)C(=O)Nc3ccccc3OC)cc2c1
  -12%	-2%	-24%	1%	-7%	.	-1%	-21%
> CCCCCc1nnc(NC(=O)OCCC)s1
  -15%	-1%	-2%	-11%	-15%	.	i	-9%
> C=C1c2ccccc2O[C@H](C(=O)OCC)C1OC (mixture of isomers)
  -22%[96.6 µM]	-12%[201 µM]	-13%[126 µM]	0%[126 µM]	3%[201 µM]	.	i	-2%[126 µM]
> O=C1CC(Sc2ncccn2)C(=O)N1c1ccccc1 (stereo unspecified)
  7%	-4%	-5%	-3%	3%	.	i	-8%
> Cc1ccc(C)c(S(=O)(=O)NCc2ccc(C(=O)N3CCCCCC3)cc2)c1
  .	-2%	-16%	4%	3%	-6%	-12%	-10%
> Cc1nc2ccccc2c(=O)n1/N=C/c1ccccn1
  -22%	-4%	-1%	-15%	3%	11%	2%	7%

# The list is partial; count on the stated rates, not on these rows.
